Compound activity from PubChem BioAssay.
EPAC2 agonist: agonists of human EPAC2 (RAPGEF4) | EPAC2 activation, biochemical qHTS; response scale: 100% = 6.5 mM cAMP response | Q8WZA2 | AID 720711 | Potency, µM (top dose mostly 154 µM), inactives show at the top dose activation, actives largely listed as activators | 360,000 tested, 0.079% active; note: potency is the fitted concentration of half-maximal effect; nearly all actives have a fitted effect of over 50% in size
Target sequence (Q8WZA2 whole entry, looked up): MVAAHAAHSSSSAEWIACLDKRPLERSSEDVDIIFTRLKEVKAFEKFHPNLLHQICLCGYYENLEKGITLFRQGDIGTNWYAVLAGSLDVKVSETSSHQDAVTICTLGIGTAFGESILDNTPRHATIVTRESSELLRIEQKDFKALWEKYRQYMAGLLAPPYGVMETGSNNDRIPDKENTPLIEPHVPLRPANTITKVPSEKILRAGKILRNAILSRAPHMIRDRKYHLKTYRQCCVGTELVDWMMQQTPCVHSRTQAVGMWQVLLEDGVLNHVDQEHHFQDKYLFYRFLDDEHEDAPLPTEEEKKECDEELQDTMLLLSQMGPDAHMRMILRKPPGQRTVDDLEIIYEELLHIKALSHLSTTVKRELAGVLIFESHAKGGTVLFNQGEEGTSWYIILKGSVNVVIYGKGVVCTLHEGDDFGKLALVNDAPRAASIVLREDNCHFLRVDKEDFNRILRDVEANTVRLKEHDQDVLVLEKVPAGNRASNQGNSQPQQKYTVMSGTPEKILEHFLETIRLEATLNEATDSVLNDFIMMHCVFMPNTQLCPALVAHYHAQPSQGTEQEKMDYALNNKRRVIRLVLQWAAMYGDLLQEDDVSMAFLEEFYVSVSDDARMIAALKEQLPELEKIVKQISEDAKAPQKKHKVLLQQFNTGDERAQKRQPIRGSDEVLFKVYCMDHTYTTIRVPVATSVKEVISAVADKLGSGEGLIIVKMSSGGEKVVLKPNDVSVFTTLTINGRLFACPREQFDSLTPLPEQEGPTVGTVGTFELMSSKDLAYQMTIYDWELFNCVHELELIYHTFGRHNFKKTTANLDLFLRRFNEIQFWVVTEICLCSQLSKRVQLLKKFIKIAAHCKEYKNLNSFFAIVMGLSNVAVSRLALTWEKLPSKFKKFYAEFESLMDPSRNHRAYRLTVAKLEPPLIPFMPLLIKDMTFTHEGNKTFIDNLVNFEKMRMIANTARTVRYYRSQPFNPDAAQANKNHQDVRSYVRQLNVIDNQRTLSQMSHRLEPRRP
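EPAC2 (100 nM) mixed with Rap1B loaded with BODIPY-GDP (250 nM) plus 50 uM unlabeled GDP; compounds pinned in, 5 min RT, then read every 5 min for 30 min (ex 480, em 540 nm). Normalized to cAMP control.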
Nrf2 inh: blocks Nrf2 signaling; A549 ARE-Fluc reporter, luciferase luminescence, 18-24 h; Potency, µM (top dose mostly 46 µM), without a hit: top-dose activity change, negative = inhibition, actives largely listed as inhibitors; 360,000 tested, 2.1% active; note: potency is the fitted concentration of half-maximal effect; % is set by controls: 0 for no effect and ±100 for the full control effect; nearly all actives have a fitted effect of over 60% in size
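Cells were seeded and rested 2 h, then exposed to compounds for 18-24 h. CellTiter-Fluor was read first as a viability measure. BugLite was added 15 min before the final luminescent read of ARE-luciferase activity in A549 cells.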
HepG2 tox: HepG2 cytotoxicity, counter-screen for TGF-b inhibitors; HepG2 CAGA-GFP viability, ATP luminescence, 18 h; Potency, µM (series often up to 46.1 µM), inactives show at the top dose activity change, negative = cytotoxicity, hits mostly cytotoxic; 410,000 tested, 0.76% active; AID 588856; note: potency is the fitted concentration of half-maximal effect; some results filed as inactive show a strong effect at the top dose
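CellTiter-Glo luminescence gave cytotoxicity after 18 hours at 37 degrees C. The cells were HepG2 CAGA-GFP in 1% FBS DMEM, stimulated with 500 pg/mL TGF-beta after compound addition. %Activity was normalised to no-cell wells (complete cell-killing) and DMSO (no toxicity), and curves were fitted and classified.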
ATXN2 expr inh: ATXN2 expression inhibition; HEK-293 ATXN2-luciferase reporter, luminescence, 24 h; Potency, µM (series often up to 57 µM), inactives show at the highest dose activity change, negative = inhibition, usual class: inhibitors; 360,000 tested, 0.72% active; note: potency is the fitted concentration of half-maximal effect; % is set by controls: 0 for no effect and ±100 for the full control effect; nearly all actives have a fitted effect of over 55% in size
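qHTS (up to 57 uM final) was run with 24 h compound exposure of reporter cells at 37 °C. Each well was multiplexed: SteadyGlo luminescence measured ATXN2-luciferase expression after a fluorogenic Gly-Phe-AFC viability readout (25 uM final).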
Nrf2 activator: activators of Nrf2 (ARE) signaling; AID 624171; 410,000 tested, 0.31% active; AREc32 ARE-luciferase reporter (MCF7-derived line), luminescence, 24 h; Potency, µM (titrated, usually from 46.1 µM), for the others: at the highest dose activation, actives largely listed as activators; note: potency is the fitted concentration of half-maximal effect; % of control where 0% means no effect; nearly all actives have a fitted effect of over 65% in size
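Reporter line AREc32 (ARE-Fluc), seeded overnight in OPTI-MEM with 5% FBS; compound pin-transferred, 24 hr at 37 deg C, 5% CO2; luminescent read-out.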
A549 tox: kills or reduces viability of A549 cells in Nrf2 counter-screen. A549 ARE-Fluc cells, CellTiter-Fluor viability, 18-24 h. AID 504648. 390,000 tested, 0.16% active. Potency, µM (top dose mostly 46 µM), inactives show top-dose activity change, negative = cytotoxicity, most hits filed as inhibitors; note: potency is the fitted concentration of half-maximal effect; % is set by controls: 0 for no effect and ±100 for the full control effect
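A549 ARE_Fluc cells in 5% FBS OPTI-MEM were exposed to compounds in concentration-response for 18-24 h at 37 deg C. Viability was read by CellTiter-Fluor fluorescence (Ex 405/Em 525) after 30 min, before the luciferase read.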
S2 tox: cell viability loss in ATXN counter-screen | 400,000 tested, 0.49% active | Potency, µM (titrated, usually from 56.7 µM), hits mostly cytotoxic | S2 cells (HEK-293 line with an ATXN2-luciferase reporter) viability, CellTiter-Fluor protease fluorescence, 24 h; note: potency is the fitted concentration of half-maximal effect; nearly all actives have a fitted effect of over 40% in size
TGFb inhibitor: blocks TGF-b signaling; 410,000 tested, 1.2% active; Potency, µM (top dose mostly 46.1 µM), without a hit: top-dose activity, negative = inhibition, usual class: inhibitors; HepG2 CAGA-GFP TGF-b/SMAD3 reporter, GFP fluorescence, 18 h; TGF-beta stimulated, 500 pg/mL final; note: potency is the fitted concentration of half-maximal effect; % is set by controls: 0 for no effect and ±100 for the full control effect; nearly all actives have a fitted effect of over 65% in size
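HEPG2 CAGA-GFP cells (1000/well, DMEM with 1% FBS) were pre-incubated 2 h at 37 degrees C, given compound by pin tool, then stimulated with TGF-beta at 500 pg/mL final for 18 h before per-cell GFP fluorescence imaging.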
IL2 activator: IL-2 activation; 360,000 tested, 0.065% active; activation, % (series mostly up to about 46 µM); AID 652025; IL-2 activation reporter assay, cell-based qHTS; stimulated with anti-CD3/CD4/CD28 beads; in transgenic mouse T cells; in the data active = activation above about 50%; inconclusive = mostly about 30% to 49%; note: 0% is about no effect
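EGFP and DsRed fluorescence is measured by plate cytometry in unstimulated transgenic mouse T cells exposed to compound for 60 minutes, then stimulated 18 hours at 37 degrees C with anti-CD3/anti-CD4 beads plus anti-CD28.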
An asterisk follows results filed as active; i = inactive; u = inconclusive; x = no result given; & = joins results of further samples; [ ] = another dose, or the depositor's remark. Unless noted, calls come from the whole dose curve; as a rule, active = well fitted curve in the direction sought with a large enough effect; inconclusive = small, poorly fitted or top-dose-only effect, or another doubt; inactive = no such curve, though single readings can be large; an effect the other way counts as inactive or inconclusive.

| entry | structure | TGFb inhibitor | Nrf2 inh | Nrf2 activator | EPAC2 agonist | HepG2 tox | ATXN2 expr inh | IL2 activator | S2 tox | A549 tox |
| --- | --- | --- | --- | --- | --- | --- | --- | --- | --- | --- |
| 1 | Cc1ccc(-c2nnc(N3CCN(S(C)(=O)=O)CC3)c3ccccc23)cc1 | -17% | -5% | -0.5% | -7% | -5% | -23% | -1.7 | i | 4% |
| 2 | CC1(Cc2ccc(Cl)cc2)C(=O)Nc2c(Cl)cccc21 (centres undefined) | 6% | x | 3.7% | 22% | 4% | -9% | -0.6 | i | x |
| 3 | COc1cccc(Nc2c3c(nc4nncn24)CCC3)c1 | 1% | -14% | 3.6% | x | 6% | x | x | x | 13% |
| 4 | COc1ccc(C(=O)N=C2SC3CS(=O)(=O)CC3N2c2ccc(C(C)=O)cc2)cc1 (centres undefined) | 1% | -23% | -1.4% | -13% | 11% | -3% | -1.5 | i | -1% |
| 5 | CC(C)OCCCNC(=O)c1sc(=S)n(C)c1N | 3% | -18% | 4.2% | 5% | -13% | 2% | 0.1 | i | 0% |
| 6 | CC[C@@H](C)[C@H](NC(=O)Cc1c(C)c2cc3c(C)c(C)oc3c(C)c2oc1=O)C(=O)O | -5% | -15% | -0.7% | 7% | -2% | 1% | -3.5 | i | 2% |
| 7 | O=C(OC1CCOC1=O)c1cc(Cl)ccc1[N+](=O)[O-] (centres undefined) | 19% | -12% | 0.0% | 4% | 9% | -1% | 0.3 | i | 1% |
| 8 | O=C(Nc1cnc2ccccc2c1)c1ccco1 | 3% | u | u | 1% | -28% | -35% | -0.9 | i | -2% |
| 9 | CCS(=O)(=O)c1nc(S(=O)(=O)c2ccc(C)cc2)c(NC)s1 | -1% | -7% | 0.2% | x | -48% | 1% | x | i | 8% |
| 10 | COc1ccccc1N=C1SCC(=O)N1Cc1ccco1 | -13% | 4% | 3.9% | 8% | -11% | -3% | 2.9 | i | -4% |
| 11 | COc1ccc(S(C)(=O)=O)cc1S(C)(=O)=O | -20% | 15% | 0.2% | 3% | 5% | 2% | -0.9 | i | -2% |
| 12 | CC1(C)CC2(CC(c3ccc(F)cc3)c3ccc(O)cc3O2)NC(=S)N1 (centres undefined) | u | 3% | 0.2% | 16% | -46% | -29% | -2.2 | i | -1% |
| 13 | OC(CN1CCN(c2ccccc2)CC1)c1ccc2c(c1)CCN2 (centres undefined) | -17% | 0% | 0.1% | -9% | 4% | 4% | -2.8 | i | -5% |
| 14 | Cc1ccc(C)c(-c2nn(CC(=O)Nc3cc(F)ccc3F)c(=O)c3c2CCCC3)c1 | u | u | 5.5% | x | -49% | -37% | x | u | -18% |
| 15 | O=C1CCN(Cc2ccccc2)CCN1[C@H](COc1ccccc1)c1ccccc1 | u | -8% | -0.1% | 9% | 2%&-31% | -11% | -4.4 | i | 3% |
| 16 | COCCN(C(=O)CSc1nnc(-c2ccco2)n1C)c1c(N)n(CC(C)C)c(=O)[nH]c1=O | 0% | 0% | -1.3% | 8% | -6% | x | -0.1 | i | 11% |
| 17 | CCN(CC(=O)Nc1c(F)cccc1F)C(=O)CNC(=O)c1ccc2c(c1)OCO2 | -14% | 20% | -0.4% | 5% | 1% | -13% | -0.6 | i | -7% |
| 18 | Cc1csc2nc(O)c(C(=O)NCC3CCCO3)c(=O)n12 (centres undefined) | 7% | 2% | 0.4% | 1% | 1% | 4% | -0.3 | i | 7% |
| 19 | CC(OC(=O)c1ccc2c(c1)C(=O)N(Cc1ccncc1)C2=O)C(=O)Nc1cccc(Cl)c1Cl (centres undefined) | 6% | 1% | -0.3% | 5% | 3% | 0% | 0.5 | i | 1% |
| 20 | CC(C)(C)Nc1nc(Cl)nc(NC(C)(C)C)n1 | 1% | -5% | 0.4% | -3% | -19% | 5% | -3.1 | i | 1% |
| 21 | Cc1ccccc1/C=N/Nc1ccnc2cc(Cl)ccc12 | 10µM* | -22% | -0.9% | 22% | -103% | 22µM* | -1.3 | x | u |
| 22 | N#Cc1ccc(C(=O)Nc2ccn(-c3ccccc3)n2)cc1 | -4% | 23µM* | 2.7% | 6% | -11% | u | -2.4 | i | -18% |
| 23 | COC(=O)C1CCN(C(=O)/C=C/c2ccccc2)CC1 | 6% | u | 1.2%[9.22 µM] | 14% | -2% | 30%[activator] | 0.3 | i | 5% |
| 24 | CC(=O)c1cc(C#N)c(NCCCN(C)C)nc1C | 0% | -11% | 0.1% | 10% | 3% | 4% | -0.8 | i | 6% |
| 25 | CC1CCCC(NC(=O)COC(=O)Cc2c[nH]c3ccccc23)C1C (centres undefined) | -5% | 2% | 1.6% | 2% | 3% | 21% | 0.7 | i | 1% |
| 26 | CCOC(=O)C1CC(=NO)c2ccc(OC)c(OC)c2C1 (centres undefined) | -1% | x | -0.1% | 3% | -21% | x | -3.3 | i | x |
| 27 | CC(=O)N1CCC(N(C(=O)Nc2ccc(C)c(C)c2)C2CCCC2)CC1 | 27% | u | -0.3% | 3% | -2% | -4% | -3.1 | i | 3% |
| 28 | O=C(Nc1ccccc1C(=O)O)c1ccc(CN2C(=O)c3ccccc3C2=O)cc1 | 8% | 7% | 0.0% | 1% | -9% | 57%[activator] | 1.5 | i | -2% |
| 29 | Cc1ccc(Nc2c(-c3ccc(N(C)C)cc3)nc3nc[nH]n23)cc1 | 10% | 27% | 2.9% | x | -13% | x | x | x | -29% |
| 30 | COc1ccc(NC(=O)CSc2nnc(CNc3ccc(C)cc3)n2C)cc1 | 12% | 29% | 3.8% | 12% | 0% | 14% | 0.5 | i | -8% |
| 31 | O=C(CSc1nc2c(c(=O)[nH]1)CN(Cc1ccc3c(c1)OCO3)CC2)Nc1ccc(F)c(F)c1 | -8% | u | 5.0% | x | -23% | 6% | x | u | 0% |
| 32 | COc1ccc(N2CCN(C(=O)CCNS(=O)(=O)c3ccc4c(c3)CCN4C(=O)C3CC3)CC2)cc1 | -1% | x | 0.2% | x | -23% | -23% | x | i | 14% |
| 33 | COc1ccc(NC(=O)CSc2nc3c(c(=O)[nH]2)CN(Cc2ccccc2)CC3)cc1Cl | -17% | u | 5.7% | x | -18% | 10% | x | i | -28% |
| 34 | Cc1ccc(NC(=O)CSc2nc3nn(-c4ccccc4)c(=O)c-3c3n2CCCCC3)cc1F | -4% | u | -1.6% | -6% | 5% | -25% | -0.1 | u | -14% |
| 35 | CC(=O)Nc1c2c(nn1-c1ccccc1C)CSC2 | -8% | 7% | -0.1% | 7% | 5% | x | -0.4 | i | 0% |
| 36 | COc1ccc(NC(=O)C2CC(=O)N(c3ccccc3C)C2)c(OC)c1 (centres undefined) | 0% | 0% | -0.3% | 5% | 6% | 0% | -1.2 | i | 3% |
| 37 | Cc1ccc(NC(=O)N2CCOCC2)cc1NC(=O)N1CCOCC1 | -2% | x | 0.1% | 4% | -3% | x | 1.0 | i | x |
| 38 | CCc1sc(C(=O)Nc2cccc(-n3cnnn3)c2)cc1C | 1% | u | -0.5% | 0% | 4% | u | 0.9 | i | -1% |
| 39 | COc1ccc2c(CC(=O)OCC(=O)NC(=O)c3cccn3C)coc2c1 | -26% | x | -0.3% | 6% | -10% | 6% | 1.6 | i | 4% |
| 40 | O=C(COc1cccnc1[N+](=O)[O-])NCCc1ccccc1 | 6% | -9% | -0.5% | 3% | 0% | x | -0.7 | u | 6% |
| 41 | Cc1ccc(-n2c(C)cc(/C=c3/sc4nc5ccccc5n4c3=O)c2C)cc1 | -10% | u | -0.8% | 12% | 0% | u | 2.1 | i | -19% |
| 42 | CC(=O)/C(C#N)=C1\NC(=O)C(Cc2ccc(F)cc2)S1 (centres undefined) | 1% | 106% | -0.6% | 8% | -5% | 89%[activator] | -1.9 | i | -7% |
| 43 | COc1ccc(-c2cc(C(=O)NCC3CCCO3)c3ccccc3n2)cc1 (centres undefined) | -9% | 9% | 1.0% | 2% | -29% | -9% | 1.1 | u | 1% |
| 44 | C#CCn1cnc2c(cnn2-c2ccc(F)cc2)c1=O | -5% | 5% | 7.1% | x | -2% | 3% | x | i | 12% |
| 45 | CC(=O)NC1(c2ccc(F)cc2)CCN(C(=O)c2c(F)cccc2F)CC1 | -27% | 3% | 0.0% | 3% | 3% | -2% | 1.7 | i | 2% |
| 46 | CC(OC(=O)Cc1ccc(Br)cc1)C(=O)NC1CCCC1 (centres undefined) | -5% | -18% | -0.6% | 7% | 4% | -1% | -3.7 | i | 5% |

4 entries from above, arranged by SMILES length, ascending:
| entry | structure | TGFb inhibitor | Nrf2 inh | Nrf2 activator | EPAC2 agonist | HepG2 tox | ATXN2 expr inh | IL2 activator | S2 tox | A549 tox |
| --- | --- | --- | --- | --- | --- | --- | --- | --- | --- | --- |
| 44 | C#CCn1cnc2c(cnn2-c2ccc(F)cc2)c1=O | -5% | 5% | 7.1% | x | -2% | 3% | x | i | 12% |
| 43 | COc1ccc(-c2cc(C(=O)NCC3CCCO3)c3ccccc3n2)cc1 (centres undefined) | -9% | 9% | 1.0% | 2% | -29% | -9% | 1.1 | u | 1% |
| 45 | CC(=O)NC1(c2ccc(F)cc2)CCN(C(=O)c2c(F)cccc2F)CC1 | -27% | 3% | 0.0% | 3% | 3% | -2% | 1.7 | i | 2% |
| 41 | Cc1ccc(-n2c(C)cc(/C=c3/sc4nc5ccccc5n4c3=O)c2C)cc1 | -10% | u | -0.8% | 12% | 0% | u | 2.1 | i | -19% |
